Source: PubChem
Nrf2 block: blocks Nrf2 signaling | AID 504444 | Potency, µM (doses to about 46 µM), for the others: at the top dose activity change, negative = inhibition, actives largely listed as inhibitors | A549 ARE-Fluc reporter, luciferase luminescence, 18-24 h | hit rate 2.1% among 360,000; further: potency means the concentration at half of the fitted maximal effect; on the % scale 0 is the no-effect control and ±100 the full control effect; nearly all actives have a fitted effect of over 60% in size
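Reporter: ARE-Fluc in A549. Exposure: 18-24 h, 37 °C, 5% CO2, 5% FBS OPTI-MEM. Readouts: fluorescent cytotoxicity (CellTiter-Fluor), then luminescent Nrf2 signal after BugLite.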
Nrf2 activator: Nrf2 pathway activation | hit rate 0.31% among 410,000 | AREc32 ARE-luciferase reporter (MCF7-derived line), luminescence, 24 h | Potency, µM (highest dose often 46.1 µM), inactives show at the highest dose activation, actives largely listed as activators; further: potency means the concentration at half of the fitted maximal effect; % of control where 0% means no effect; nearly all actives have a fitted effect of over 65% in size
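AREc32 cells carrying an ARE-driven firefly luciferase, 1000 cells/well in OPTI-MEM with 5% FBS, dosed after overnight attachment and incubated 24 hr at 37 deg C. Steady-Glo luminescence read after 30 min at RT.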
Abeta rescue: A-beta toxicity reversal in yeast; yeast expressing A-beta42, growth rescue, OD600, 48 h; response scale: 0% DMSO, 100% iron-clioquinol control; Potency, µM (titrated, usually from 46.1 µM), for inactives: top-dose growth rescue, most hits filed as activators; hit rate 0.063% among 410,000; AID 1347071; further: potency means the concentration at half of the fitted maximal effect; nearly all actives have a fitted effect of over 55% in size
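Yeast A-beta toxicity model in growth medium with pinned compounds, 48 h at 30 C; growth read as absorbance at 600 nm. Normalized to FeCl3/clioquinol equimolar mix (positive) and DMSO (negative).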
TGFb SMAD3 inh: blocks TGF-b signaling | HepG2 CAGA-GFP TGF-b/SMAD3 reporter, GFP fluorescence, 18 h; TGF-beta stimulated, 500 pg/mL final | Potency, µM (titrated, usually from 46.1 µM), for the others: top-dose activity, negative = inhibition, hits mostly inhibitors | hit rate 1.2% among 410,000 | AID 588855; further: potency means the concentration at half of the fitted maximal effect; on the % scale 0 is the no-effect control and ±100 the full control effect; nearly all actives have a fitted effect of over 65% in size
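Smad-responsive CAGA-GFP expression was quantified in HEPG2 cells exposed to compounds and 500 pg/mL final TGF-beta for 18 h at 37 degrees C; unstimulated wells defined full inhibition.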
A549 tox: kills or reduces viability of A549 cells in Nrf2 counter-screen | Potency, µM (doses to about 46 µM), inactives show top-dose activity change, negative = cytotoxicity, hits mostly inhibitors | A549 ARE-Fluc cells, CellTiter-Fluor viability, 18-24 h | hit rate 0.16% among 390,000; further: potency means the concentration at half of the fitted maximal effect; on the % scale 0 is the no-effect control and ±100 the full control effect
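Cytotoxicity counterscreen: CellTiter-Fluor fluorescence was measured in A549 ARE_Fluc cells after 18-24 h of compound exposure in a concentration series. The subsequent BugLite luminescent read reports ARE-luciferase activity.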
Mm-Cpn inhibitor: inhibitors of Methanococcus maripaludis chaperonin (MmCpn). purified Mm-Cpn ATPase, ADP Transcreener TR-FRET. Potency, µM (doses to about 76.9 µM), for the others: top-dose activity, negative = inhibition, usual class: inhibitors. hit rate 0.031% among 330,000. AID 504842; further: potency means the concentration at half of the fitted maximal effect; on the % scale 0 is the no-effect control and ±100 the full control effect; nearly all actives have a fitted effect of over 80% in size
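ATPase read-out: TR-FRET ADP immunoassay (anti-ADP Eu cryptate vs ADP-d2), ex 320 nm, em 590/665 nm; signal drops as ADP forms. Enzyme 25 nM, ATP 10 uM, 30 min at 37°C after 10 min compound preincubation.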
HepG2 viability: HepG2 cytotoxicity, counter-screen for TGF-b inhibitors; HepG2 CAGA-GFP viability, ATP luminescence, 18 h; Potency, µM (highest dose often 46.1 µM), without a hit: at the top dose activity change, negative = cytotoxicity, most hits filed as cytotoxic; hit rate 0.76% among 410,000; AID 588856; further: potency means the concentration at half of the fitted maximal effect; some results filed as inactive show a strong effect at the top dose
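CellTiter-Glo luminescence gave cytotoxicity after 18 hours at 37 degrees C. The cells were HepG2 CAGA-GFP in 1% FBS DMEM, stimulated with 500 pg/mL TGF-beta after compound addition. %Activity was normalised to no-cell wells (complete cell-killing) and DMSO (no toxicity), and curves were fitted and classified.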
pAkt inh: inhibitors of Akt phosphorylation; hit rate 0.32% among 360,000; Neuro2A IGF-stimulated pAkt S473 HTRF, 20 min; stronger effect = lower value; activity change, % for hits at 50 µM; AID 651550; in the data active means activity change below about -80%; inconclusive means mostly about -51% to -80%; further: on the % scale 0 is the no-effect control and ±100 the full control effect
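Single-point screen (50 µM final compound) in Neuro2A cells stimulated 20 min with 6 nM IGF at 37 deg C. After lysis, Ser473-phosphorylated Akt read by HTRF (ex 330 nm, em 615/665 nm) as the 665/615 ratio.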
CCT modulator: changes cytosolic chaperonin activity. hit rate 0.3% among 360,000. activity change, % (test concentration not listed), hits read low. purified chaperonin ATPase assay, HTRF ADP detection, 30 min; in the data active means activity change below about -30%; further: on the % scale 0 is the no-effect control and ±100 the full control effect
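We incubate TRiC, 40 or 20 nM final, with library compounds at 76 uM and 10 uM ATP for 30 min at 37 °C. ADP formed is detected with Transcreener HTRF reagents after 30 min at room temperature.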
The depositor's hits bear a star; i = inactive; ? = inconclusive; nt = not tested or not shown; & = joins results of further samples; [ ] = remark or other dose. Unless noted, the call rests on the fitted dose curve; in most records, active means well fitted curve in the direction sought with a large enough effect; inconclusive means small, poorly fitted or top-dose-only effect, or another doubt; inactive means no such curve, though single readings can be large; an effect the other way counts as inactive or inconclusive.

SMILES	Nrf2 block	Nrf2 activator	Abeta rescue	TGFb SMAD3 inh	A549 tox	Mm-Cpn inhibitor	HepG2 viability	pAkt inh	CCT modulator
COc1ccc(-c2noc(CCC(=O)NCC3CCCO3)n2)cc1OC (stereo not drawn)	2%	0.0%	-5%	10%	-4%	3%	-1%	i	-1.0
COc1ccc(Nc2cc(C(=O)NCCCOC(C)C)c3ccccc3n2)c(OC)c1	-16%	0.0%	-2%	-28%	-1%	2%	-24%	i	1.9
CCC(=O)Nc1nnc(S(=O)(=O)N(C)Cc2ccccc2)s1	-2%	0.1%	-25%	-2%	3%	nt	-17%	nt	nt
NS(=O)(=O)c1ccc(NC(=O)C(Sc2ccccc2)c2ccccc2)cc1 (stereo not drawn)	?	-0.9%	7%	?	-3%	1%	-10%	i	-0.5
Cc1cc(C)n2nc(-c3sccc3-n3cccc3)cc2n1	nt	?	-2%	-5%	-1%	-6%	7%	i	-3.0
COCCCNC(=O)CSc1nc2c(sc3ccccc32)c(=O)n1CCc1ccccc1	nt	0.4%	-4%	4%	1%	nt	-19%	nt	nt
COc1ccc(-n2c(-c3ccc(Cl)cc3)c[n+]3c2CCc2ccccc2-3)cc1	?	6.1%	0%	-17%	-18%	-3%	-20%	i	-1.4
O=C(CN1Cc2ccccc2C1=O)Nc1ccc2c(c1)OCCO2	?	-0.1%	9%	8%	-13%	0%	2%	i	0.2
CC(=O)N[C@@H]1[C@@H](O)[C@@H]2OC(c3ccccc3)OC[C@H]2O[C@@H]1N=[N+]=[N-] (stereo partly drawn)	-8%	0.9%	-13%	1%	3%	0%	-1%	i	-2.0
Clc1ccc(Cn2ccc(C3CC3)n2)cc1	15%	0.0%	5%	-6%	0%	1%	0%	i	-2.3
Cc1cc(C)c2[nH]c(=O)c(C(c3nnnn3Cc3ccc4c(c3)OCO4)N3CCCC3)cc2c1 (stereo not drawn)	-12%	0.6%	10%	-22%	4%	0%	-1%	i	-4.5
COc1ccc(OC)c(NC(=O)C2CC(=O)N(c3ccc(Br)cc3)C2)c1 (stereo not drawn)	-12%	0.5%	6%	-3%	0%	-1%	8%	i	-3.8
O=C(NC1CC2CCC(C1)N2Cc1ccccc1)c1ccccc1Cl (stereo not drawn)	13%	2.1%	-2%	-4%	11%	-1%	-3%	i	-1.3
CCN1C(=O)[C@H]2[C@@H](c3ccc(C)cc3)N3C(=O)N(c4cccc(Cl)c4)C(=O)[C@@]3(Cc3ccc(Cl)cc3)[C@H]2C1=O	-26%	0.0%	-1%	?	-11%	-3%	2%	i	-2.9
Cc1ccc(C(=O)NCC(=O)O)o1	1%	0.3%	-6%	-1%	-5%	-1%	-3%	i	-0.9
CCn1c(COc2ccccc2C(N)=O)nc2ccccc21	-9%	3.0%	1%	-14%	-10%	-1%	-34%	i	-0.8
O=C(OC1CCc2ccccc2C1=O)c1ccccc1O (stereo not drawn)	-9%	26%	-19%	10%	-4%	0%	6%	i	-2.1
COc1ccc(C(=O)OCC(=O)Nc2c(C)cccc2C)cc1	0%	0.4%	-14%	3%	-5%	0%	-4%	i	0.9
O=C(c1ccc2c(c1)CCN2S(=O)(=O)c1ccccc1)N1CCN(c2ccccc2F)CC1	-22%&1%	0.4%&-0.9%	-10%&2%	-6%&-6%	0%&2%	-2%	1%&1%	i	-2.8
COc1ccc(NC(=O)C2CCN(S(=O)(=O)c3cccnc3)CC2)cc1Cl	-7%	-0.2%	9%	-7%	-3%	1%	-3%	i	-1.2
COc1coc(C(O)C[N+](=O)[O-])cc1=O (stereo not drawn)	5%	0.2%	-6%	3%	1%	0%	-3%	i	0.4
COCCCN1C(=O)C(=O)/C(=C(/O)c2ccc(S(=O)(=O)N3CCOCC3)cc2)C1c1ccc(C(C)C)cc1 (stereo not drawn)	4%	0.3%	-3%	-7%	0%	?	4%	i	-1.9
CCC1(C)CC(=O)N(c2ccc(F)c(Cl)c2)C(=O)C1	-2%	-0.4%	0%	-15%	-8%	1%	-10%	i	0.8
CCOc1ccccc1OCC(=O)Nc1ccccc1C(=O)NC1CC1	0%	-0.4%	-11%	18%	-3%	0%	5%	i	-2.3
CN(NC(=O)Nc1ccccc1)c1cnn(C)c(=O)c1Cl	11%	0.1%	-20%	?	?	1%	-8%	i	-3.6

Entries of single compounds from above. Values in the order: Nrf2 block | Nrf2 activator | Abeta rescue | TGFb SMAD3 inh | A549 tox | Mm-Cpn inhibitor | HepG2 viability | pAkt inh | CCT modulator
`O=C(c1ccc2c(c1)CCN2S(=O)(=O)c1ccccc1)N1CCN(c2ccccc2F)CC1` is listed as -22%&1% | 0.4%&-0.9% | -10%&2% | -6%&-6% | 0%&2% | -2% | 1%&1% | i | -2.8
`CCn1c(COc2ccccc2C(N)=O)nc2ccccc21` is listed as -9% | 3.0% | 1% | -14% | -10% | -1% | -34% | i | -0.8
`NS(=O)(=O)c1ccc(NC(=O)C(Sc2ccccc2)c2ccccc2)cc1` (stereo not drawn) is listed as ? | -0.9% | 7% | ? | -3% | 1% | -10% | i | -0.5

(continued)
SMILES	Nrf2 block	Nrf2 activator	Abeta rescue	TGFb SMAD3 inh	A549 tox	Mm-Cpn inhibitor	HepG2 viability	pAkt inh	CCT modulator
O=c1[nH]nc(Cc2ccc(-c3ccccc3Cl)o2)c2ccccc12	4%	-0.8%	10%	-9%	1%	-1%	-42%	?	-3.6
CC1CCN(C(=O)CCn2c(=O)oc3ccc(Cl)cc32)CC1	nt	3.1%	-11%	3%	nt	nt	1%	i	-1.3
CC1CC(C)CN(C(=O)COC(=O)c2c[nH]c3ccccc23)C1 (stereo not drawn)	-13%	1.6%	21%	3%	0%	0%	-2%	i	0.5
C[C@@H](c1ccccc1)N1C[C@@H](COCc2ccccc2)Oc2cc(N3CC[C@@H](N(C)C)C3)ccc2S1(=O)=O	nt	9.6%	-15%	nt	nt	nt	nt	i	0.7
Cc1ccc(CN2CCSc3ccc(C(=O)Nc4cc(C)cc(C)c4)cc32)cc1	2%	0.1%	-3%	-2%	6%	nt	-5%	nt	nt
CCOc1ccc(Nc2nc(N)c([N+](=O)[O-])c(N3CCOCC3)n2)cc1	1%	1.9%	-2%	11%	-6%	2%	5%	i	0.1
O=C(CCCCn1c(=O)[nH]c2ccsc2c1=O)N1CCN(c2cccc(Cl)c2)CC1	2%[9.27 µM]	-1.0%	1%	?	7%	nt	-24%	nt	nt
CCCNC(=S)NNC(=O)c1cccs1	-3%	0.1%	-1%	0%	2%	-2%	3%	i	0.0
CCOc1ccc(N2CC(C(=O)NCc3ccco3)CC2=O)cc1 (stereo not drawn)	?	0.3%	0%	-14%	-4%	-5%	6%	i	-0.7
Cc1cc(C)c(S(=O)(=O)NCCc2cc3ccc(C)cc3[nH]c2=O)c(C)c1	-5%	0.4%	-4%	?	-3%	nt	-19%	nt	nt
CC(CNC(=O)c1ccc(Cn2c(SCc3ccccc3)nc3cccnc32)cc1)c1ccccc1 (stereo not drawn)	?	0.9%	6%	2%	?	nt	-3%	nt	nt
COc1cc(OC)c2c(-c3ccccc3)cc(=O)oc2c1C(CCN1CCCC1)c1ccc2c(c1)OCO2 (stereo not drawn)	?	15%	1%	?	0%&6%	0%	-8%&-57%	i	0.3
CCc1cccc(NC(=O)C2CCCN2S(=O)(=O)c2ccccc2C(F)(F)F)c1 (stereo not drawn)	?	-0.6%	2%	-23%	?	1%	-21%	i	0.4
COC(=O)c1ccc(CN(Cc2ccc(C(=O)OC)o2)C(C)(C)C)o1	6%	0.4%	-10%	-7%	8%	-1%	-9%	i	-2.3
Cn1c(SCC(=O)N/N=C/c2cccnc2)nnc1-c1ccccc1	23%	-0.2%	1%	61%[activator]	0%	-2%	12%	i	1.6
COc1cccc(CNC(=O)CSc2nnc3c(n2)[nH]c2ccc(F)cc23)c1	-1%	0.0%	9%	-4%	2%	3%	2%	i	0.0
CCOc1ccc(CCNC(=O)C2Cc3ccccc3N2C(=O)CC)cc1OCC (stereo not drawn)	nt	-1.2%	-7%	0%	0%	nt	5%	nt	nt
CCOc1nc(NC(=O)NS(=O)(=O)Oc2ccc(Cl)cc2)nc(-c2ccccc2)n1	21%	0.3%	-12%	24%	-4%	nt	-26%	nt	nt
CCc1ccc(NC(=O)CC2C(=O)N(c3cccc(C)c3)C(=O)N2Cc2ccco2)cc1 (stereo not drawn)	?	4.7%	1%	?	-4%	nt	-41%	nt	nt
O=C(O)c1cc(=O)[nH]c2ccc(S(=O)(=O)Nc3ccc(F)cc3)cc12	7%	0.1%	-23%	-17%	0%	0%	0%	i	-0.1
Cc1cccc(C2Nc3ccccc3C(=O)N2c2ccccc2)n1 (stereo not drawn)	-10%	1.1%	20%	-10%	-7%	-2%	4%	i	-4.7
CNC(=O)CS(=O)CC(=O)Nc1cc(OCCOC)c(Cl)cc1Cl (stereo not drawn)	-10%	2.4%	-1%	5%	-2%	-1%	7%	i	0.3
COc1ccc(C(=O)CN2C(=O)N(c3cc(C)ccc3C)S(=O)(=O)c3ccccc32)cc1	nt	-0.6%	23%	-9%	-16%	nt	-32%	nt	nt
O=C(c1cccs1)c1no[n+]([O-])c1C(=O)c1cccs1	?	2.2%	-95%[inhibitor]	25µM*	?	-2%	-41%	i	0.7
Cn1c(C(=O)N2CCN(c3cccc(C(F)(F)F)c3)CC2)cc2sccc21	26µM*	-0.1%	0%	?	-29%	-6%	-22%	i	-1.6
CN(c1ccccc1)S(=O)(=O)c1cccc(C(=O)Nc2ccc(N3CCOCC3)cc2)c1	15µM*	3.8%	-11%	15%	-3%	-2%	-23%	i	-2.4
